# Source: PubChem BioAssay
# TrxR1 inh: qHTS Assay for Inhibitors of Mammalian Selenoprotein Thioredoxin Reductase 1 (TrxR1): qHTS; AID 588453, 2011; Potency, µM (highest dose often 114 µM), without a hit: top-dose activity change, negative = inhibition, actives largely listed as inhibitors; recombinant rTrxR1, NADPH fluorescence consumption, selenite substrate; 390,000 tested, 1% active; note: potency is the fitted concentration of half-maximal effect; % is set by controls: 0 for no effect and ±100 for the full control effect; nearly all actives have a fitted effect of over 65% in size
#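 Rat TrxR1 (90 nM in the dispensed reagent) was pre-reduced with 400 uM NADPH for 5 min at room temperature, then incubated with compound for 15 min. After 400 uM selenite was added, NADPH fluorescence (Ex 340/Em 450 nm) was followed for 8 min.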
# TrxR1 substrate: qHTS Assay for Substrates of Mammalian Selenoprotein Thioredoxin Reductase 1 (TrxR1): qHTS; Thioredoxin reductase 1, cytoplasmic (Rattus norvegicus), O89049; purified TrxR1 substrate turnover, NADPH consumption readout; Potency, µM (doses to about 114 µM), for inactives: top-dose activity change, negative = substrate turnover; 390,000 tested, 0.01% active; note: potency is the fitted concentration of half-maximal effect; % is set by controls: 0 for no effect and ±100 for the full control effect; nearly all actives have a fitted effect of over 50% in size
#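 Rat TrxR1, dispensed at 90 nM, was prereduced with 400 uM NADPH (final) for 5 min at ~22 deg C, then incubated with compound 15 min before 400 uM selenite. A first-read NADPH fluorescence drop versus no-compound background flagged substrates.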
# D2 antag: HTS Assay for Allosteric Antagonists of the Human D2 Dopamine Receptor: Primary Screen for Antagonists | D(2) dopamine receptor (Homo sapiens), P14416 | HEK293 TREx D2 cells, calcium flux, dopamine EC80 | inhibition, % at 10 µM | 340,000 tested, 2% active; in the data active = inhibition above about 30%; note: 0% is about no effect
# Target sequence (P14416 whole entry, looked up): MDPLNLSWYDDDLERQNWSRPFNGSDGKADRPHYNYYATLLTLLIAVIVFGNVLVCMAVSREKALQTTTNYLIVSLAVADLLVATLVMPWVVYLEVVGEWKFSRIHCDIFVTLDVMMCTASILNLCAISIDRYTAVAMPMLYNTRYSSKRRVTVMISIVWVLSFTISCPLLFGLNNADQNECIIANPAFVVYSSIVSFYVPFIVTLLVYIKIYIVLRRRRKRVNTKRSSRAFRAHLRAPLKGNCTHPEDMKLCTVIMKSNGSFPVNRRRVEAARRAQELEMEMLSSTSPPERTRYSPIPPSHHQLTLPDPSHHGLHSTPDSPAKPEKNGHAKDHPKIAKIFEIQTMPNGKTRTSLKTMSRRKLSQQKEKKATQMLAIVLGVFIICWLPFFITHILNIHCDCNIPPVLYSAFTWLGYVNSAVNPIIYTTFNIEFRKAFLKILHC
#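 Compounds are added to dye-loaded, induced HEK293 T-REx cells coupled to calcium release via D2; after a 3 min kinetic read an EC80 dopamine stimulus is given and fluorescence is recorded for 3 more min.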
# TRHR ag: qHTS for Small Molecule Agonists and Allosteric Enhancers of Human TRH Receptor: Primary Screen for Agonists; activation, % at 2 µM; Thyrotropin-releasing hormone receptor (Homo sapiens), P34981; TRHR cells, calcium flux fluo-8, FDSS agonist mode; 360,000 tested, 0.18% active; in the data active = activation above about 30%; note: 0% is about no effect
# Target sequence (P34981 whole entry, looked up): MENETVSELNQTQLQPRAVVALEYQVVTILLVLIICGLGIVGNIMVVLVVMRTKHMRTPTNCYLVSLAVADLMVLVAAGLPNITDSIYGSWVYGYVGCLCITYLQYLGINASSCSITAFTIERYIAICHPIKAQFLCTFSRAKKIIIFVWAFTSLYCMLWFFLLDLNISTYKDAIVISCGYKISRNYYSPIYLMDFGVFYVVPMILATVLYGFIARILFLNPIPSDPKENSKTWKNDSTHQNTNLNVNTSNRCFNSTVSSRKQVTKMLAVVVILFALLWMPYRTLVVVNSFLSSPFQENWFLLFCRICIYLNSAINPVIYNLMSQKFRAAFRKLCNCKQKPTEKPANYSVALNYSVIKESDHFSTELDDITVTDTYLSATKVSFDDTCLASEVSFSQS
#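 Agonist-mode FDSS calcium read (Ex 480/Em 530, 1 s cycles) in 1536-well TRHR cells with fluo-8 dye, after 10-cycle baseline and 23 nL compound addition; TRH at EC20 (10 nM final) added afterwards for the enhancer phase.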
# Pin1 inhibitor: qHTS Assay to Find Inhibitors of Pin1; Pin1 FP peptide displacement, HiFluor488, 10 min; 390,000 tested, 0.009% active; Peptidyl-prolyl cis-trans isomerase NIMA-interacting 1 (Homo sapiens), Q13526; Potency, µM (titrated, usually from 115 µM), without a hit: top-dose activity, negative = inhibition, hits mostly inhibitors; active = well fitted inhibition curve with a large enough effect in the polarisation, with a control signal flat, not every such curve was filed as active; inconclusive = small, poorly fitted or top-dose-only effect, or effect the other way, or a change in a side signal; inactive = no such curve, though single readings can be large or run the other way; the % refers to the polarisation; note: potency is the fitted concentration of half-maximal effect; % is set by controls: 0 for no effect and ±100 for the full control effect
# Target sequence (Q13526 whole entry, looked up): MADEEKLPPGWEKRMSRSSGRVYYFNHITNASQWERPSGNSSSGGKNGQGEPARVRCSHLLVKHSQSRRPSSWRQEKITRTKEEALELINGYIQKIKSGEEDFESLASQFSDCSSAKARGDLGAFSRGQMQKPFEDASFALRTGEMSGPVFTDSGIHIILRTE
# TRHR PAM: qHTS for Small Molecule Agonists and Allosteric Enhancers of Human TRH Receptor: Primary Screen for Enhancers. TRHR cells, fluo-8 calcium fluorescence, EC20 TRH enhancement. enhancement, % at 2 µM. 360,000 tested, 0.66% active; in the data active = enhancement above about 30%; note: 0% is about no effect
#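 Enhancer read-out: after compound pinning and an initial kinetic agonist-mode read, an EC20 of TRH (10 nM final) was injected and fluo-8 calcium signal (Ex 480/Em 530) followed at 1 s/cycle for 100 cycles in TRHR-expressing cells.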
# D2 agonist: HTS Assay for Allosteric Agonists of the Human D2 Dopamine Receptor: Primary Screen for Agonists | HEK293 T-REx D2 cells, calcium flux agonist mode | AID 485358, 2010 | 340,000 tested, 0.53% active | activation, % at 2 µM | D(2) dopamine receptor (Homo sapiens), P14416;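 active = activation over 3 SD above normal in the single-dose calcium agonist read, cut at about 30% in these data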; note: 0% is about no effect
#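 Tetracycline-induced HEK293 Trex cells with D2 receptor force-coupled to calcium signaling, plated overnight at 30 C and loaded with no-wash calcium dye. Calcium flux read kinetically for 180 s after compound addition; responses flag agonists.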
# USP1-UAF1 inh: Inhibitors of USP1/UAF1: Primary Screen; Ubiquitin carboxyl-terminal hydrolase 1 (Homo sapiens), O94782; recombinant USP1/UAF1, Ub-Rhodamine cleavage fluorescence; Potency, µM (doses to about 57.1 µM), for the others: at the top dose activity change, negative = inhibition, usual class: inhibitors; 390,000 tested, 0.23% active; note: potency is the fitted concentration of half-maximal effect; % is set by controls: 0 for no effect and ±100 for the full control effect; nearly all actives have a fitted effect of over 60% in size; inactives centre near -12
#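 USP1/UAF1 complex at 1 nM was preincubated with compound for 15 min at room temperature, then Ub-Rho substrate (150nM final) was added. Fluorescence (480/540 nm) was read kinetically, 6 reads every 60 seconds.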
# mIDH1 inhibitor: qHTS for Inhibitors of mutant isocitrate dehydrogenase 1 (IDH1): qHTS. Isocitrate dehydrogenase [NADP] cytoplasmic (Homo sapiens), O75874. IDH1-R132H enzyme, NADPH consumption, diaphorase/resazurin fluorescence. Potency, µM (top dose mostly 76.6 µM), without a hit: at the highest dose activity change, negative = inhibition, most hits filed as inhibitors. 390,000 tested, 0.093% active. AID 602179, 2012; note: potency is the fitted concentration of half-maximal effect; % is set by controls: 0 for no effect and ±100 for the full control effect; nearly all actives have a fitted effect of over 65% in size
#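 IDH1-R132H (0.5 ug/mL dispensed) in pH 7.5 Tris buffer was preincubated 30 min with compound, then given a substrate mix of 0.016 mM NADPH and 2 mM alpha-KG for 80 min at room temperature; remaining NADPH was read by diaphorase/resazurin fluorescence.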
# The depositor's hits bear a star; ? = inconclusive; nt = not tested or not shown; [ ] = another dose, or the depositor's remark. Unless noted, calls come from the whole dose curve; as a rule, active = well fitted inhibition curve with a large enough effect; inconclusive = small, poorly fitted or top-dose-only effect; inactive = no such curve, though single readings can be large or run the other way. Not all compounds are listed; rates above refer to the full screens.
SMILES,TrxR1 inh,TrxR1 substrate,D2 antag,TRHR ag,Pin1 inhibitor,TRHR PAM,D2 agonist,USP1-UAF1 inh,mIDH1 inhibitor
CCOC(=O)CSc1nc2cc(C)cc(C)c2cc1C#N,12%,0%,-5,14,33%[activator],0,8.4,-11%,0%
Cc1c(C(=O)NCc2cccnc2)oc2ccc(S(=O)(=O)N3CCC4(CC3)OCCO4)cc12,-2%,5%[57.1 µM],7,0.8,1%,-2,0.3,5%,0%
CCCCNC(=O)c1ccc2c(c1)N(C)C(=O)c1ccccc1S2,14%,1%,-27,-0.3,-6%,-2,-0.8,-12%,-5%
COc1cccc(-n2c(C)c(C(C)=O)c(C(C)=O)c2C)c1,2%,0%,-8,0.1,-9%,7,0.8,-8%,3%
CC(NC(=O)NC1CCCCC1)C(c1cccs1)N1CCN(c2ccccc2)CC1 (stereo unspecified),7%[57.1 µM],6%[57.1 µM],nt,-0.2,1%,1,nt,-22%,-1%
CCOc1ccccc1NC(=O)COC(=O)Cc1ccc(-c2ccccc2)cc1,-20%,-4%,0,-0.6,3%,-2,-1.2,-20%,10%
N#C/C(=C\c1ccc(F)cc1)C(=O)NCC1CCCO1 (stereo unspecified),-20%,-8%,nt,0.9,1%,-3,1.0,6%,-24%
Cc1cccc(Nc2ncnc3nc[nH]c23)c1,22%,6%,7,-0.8,11%,-11,0.4,-12%,13%
CCn1c(C)nc2cc(C#N)ccc21,19%[57.1 µM],-2%[57.1 µM],14,0.7,7%,10,3.5,-10%,1%
Cn1c(/C(C#N)=C(\O)c2ccc([N+](=O)[O-])s2)nc2ccccc21,12%,4%,15,-0.1,0%,3,-0.6,-12%,9%
CC(C)[C@H]1COCCS(=O)(=O)N1Cc1ccccc1-c1cccc2c1oc1ccccc12,6%,2%,nt,nt,?,nt,nt,?,-11%
N#CC1(NC(=O)CN2C(=O)c3ccc([N+](=O)[O-])cc3C2=O)CCCCC1,-16%,-11%,6,-0.1,-7%,-4,0.1,-5%,-2%
COc1cc(-c2cc(C(=O)Nc3ccc(C)c(S(=O)(=O)N4CCOCC4)c3)c3ccccc3n2)cc(OC)c1OC,51%[activator],35%[activator],nt,nt,18%,nt,nt,?,?
COc1ccc(CC(=O)NCc2ccc3c(c2)OCO3)cc1,0%[57.1 µM],5%[57.1 µM],-10,-0.6,6%,-2,-0.5,-7%,-3%
CCOC(=O)c1c(C)oc2ccc(OCC(N)=O)cc12,-2%[57.1 µM],4%[57.1 µM],15,-1.0,?,4,0.9,-11%,-1%
CCOC(=O)C1=C(C)Nc2nnnn2C1c1cccc(OC)c1OC (stereo unspecified),-8%,-5%,12,0.5,-2%,-1,0.6,-13%,4%
Cc1ccc(CNC(=O)c2cc3c(s2)-c2c(C)cccc2OC3)cc1,77%[activator],152%[activator],nt,0.5,29%,-2,0.1,-14%,20%
CN(CCOc1ccccc1)C(=O)C1CCN(C(=O)c2ccc(Cl)cc2)CC1,4%,-2%,3,-1.5,2%,3,0.0,-18%,7%
Cc1ccc(-c2cc(-c3ccccc3[N+](=O)[O-])[nH]n2)c(O)c1,32%,-1%,-14,0.8,-3%,6,0.8,-12%,4%
CN(Cc1ccccc1)S(=O)(=O)CCNC(=O)c1ccc2c(c1)OCO2,5%,2%,-11,-0.2,1%,-3,0.0,-16%,8%
O=C(NCC(=O)N1CCN(Cc2ccccc2)CC1)c1cccs1,19%,1%,nt,nt,5%,nt,nt,-4%,-1%
CCN(CC(=O)NCc1cccs1)C(=O)c1cc(Br)ccc1O,22%,0%,nt,nt,-6%,nt,nt,-8%,-8%
CS(=O)(=O)NNC(=O)c1csc(Cc2c(Cl)sc3ccc(Cl)cc23)n1,28%[57.1 µM],9%[57.1 µM],-11,0.0,-4%,4,0.2,-18%,6%
Cc1cccc(C(=O)NCCCN2CCCC2=O)c1,13%,2%,18,0.3,-5%,-8,-0.1,1%,5%
CCOP(=O)(c1ccccc1)c1nc(-c2ccccc2C)oc1N1CCCCC1 (stereo unspecified),23%[57.1 µM],7%,-16,-0.7,-7%,2,2.5,-19%,-12%
Cc1cc(NC(=O)/C(C#N)=C/c2ccc(-c3ccc(SC(F)F)cc3)o2)n(-c2ccccc2)n1,-4%,-3%,4,3.6,?,14,1.2,-24%,8%
Clc1cccc(CN2CCSCC2)c1,8%,2%[2.29 µM],-11,-0.3,1%,0,0.1,0%,-8%
CCCSc1ncc(Cl)c(C(=O)Nc2c(C(=O)Nc3ccc(OC)cc3)oc3ccccc23)n1,9%,4%,nt,0.2,-8%,0,nt,-4%,nt
CC[C@]12c3[nH]c4cc(-c5ccco5)ccc4c3CCN1C(=O)[C@@H](CC(=O)NCCCN(C)C)C[C@@H]2C(=O)N1CCN(C(=O)C2CC2)CC1,9%,26%,nt,nt,0%,nt,nt,-23%,-5%
COc1cc2cc(C)c(Br)c(OC)c2cc1OC,-6%[11.4 µM],8%[57.1 µM],nt,nt,1%,nt,nt,-10%,6%
O=C(CCNC(=O)C1CCN(S(=O)(=O)c2ccccc2)CC1)NCc1ccc(Cl)c(Cl)c1,17%,3%,3,-0.4,-20%,9,-1.5,-17%,5%
COc1ccccc1NC(=O)c1cc(C2CC2)nc2c1c(C)nn2-c1ccc(C)cc1,9%,14%,nt,0.9,8%,11,0.3,-30%,-10%
CCc1ccccc1NC(=O)CSc1ncc2c(n1)-c1ccccc1N(Cc1ccc(C)cc1)S2(=O)=O,16%[57.1 µM],5%[57.1 µM],nt,0.0,4%,-2,0.1,-7%,-7%
O=C1CCN(Cc2ccc([N+](=O)[O-])cc2)CCN1[C@H](CO)Cc1ccccc1,12%[57.1 µM],-2%[57.1 µM],6,1.1,6%,-2,-0.7,-22%,2%
CCC1(c2ccc(F)cc2)NC(=O)N(CC(=O)Nc2cc(C)on2)C1=O (stereo unspecified),14%,3%,2,1.8,4%,6,0.7,-21%,-9%
COCC(C)n1c(C)cc(C(=O)COC(=O)c2cc(=O)[nH]c3ccccc23)c1C (stereo unspecified),11%,10%,nt,nt,0%,nt,nt,-5%,9%
CCOc1ccc(-n2c(SCC(=O)Nc3ccc4c(c3)OCO4)nc3ccccc3c2=O)cc1,16%,5%,-4,0.3,10%,2,-0.3,3%,-4%
CCOC(=O)CSc1nc2cccnc2n1C,23%[11.4 µM],11%[57.1 µM],2,0.4,-12%,-8,1.8,-1%,1%
O=C(c1nc2ccccn2c1CNCCOc1cccnc1)N1CCOCC1,15%,3%,-8,-0.1,-2%,-6,4.4,-7%,0%
O=C(Nc1cc(C(F)(F)F)ccc1Cl)c1cc(S(=O)(=O)NCc2ccccc2)ccc1F,16%[57.1 µM],0%[57.1 µM],nt,0.2,4%,-2,1.0,-15%,-3%
N#Cc1nc(COc2ccccc2)oc1N1CCCCCC1,20%,5%,-1,-0.3,3%,-4,-2.1,?,2%
O=C(O)c1ccccc1OCC1CCCO1 (stereo unspecified),18%,2%,12,-1.3,0%,-1,0.0,-13%,-5%
O=S(=O)(NCc1ccccn1)c1ccc(Br)s1,2%,-6%,16,-0.8,5%,4,0.1,-20%,6%
O=C(Nc1ccc(N2CCCC2)c(Cl)c1)c1ccco1,10%[2.29 µM],8%[2.29 µM],1,-1.3,-3%,-10,0.3,-12%,5%
CC1CCC(N2CCN(C(=O)c3ccccc3F)CC2)CC1 (stereo unspecified),21%,4%,-3,-0.4,-6%,13,-1.0,-16%,7%
COc1ccc(NC(=O)Nc2cnccn2)cc1,13%,-1%,3,-0.8,-4%,-2,-1.1,-20%,3%
CCOC(=O)c1cnn(Cc2ccc(C)cc2)c1N,-24%,-16%,18,-0.4,0%,3,0.5,-6%,-4%
O=C(Nc1ccccc1C(=O)N1CCCCCC1)c1ccccc1Cl,17%[57.1 µM],4%[57.1 µM],-12,-0.2,-7%,3,-3.0,-2%,11%
CCOP(=O)(NC12CC3CC(CC(C3)C1)C2)NC12CC3CC(CC(C3)C1)C2,26%,7%,4,0.5,-5%,2,0.0,?,-17%
Cc1ccc(CN2CCNC(=O)C2CC(=O)N(C)C(C2CC2)C2CC2)o1 (stereo unspecified),-6%,6%,8,0.3,-10%,-1,0.0,-6%,4%
O=C(Cc1cccc2ccccc12)N/N=C1\CCCc2ccccc21,12%[57.1 µM],0%[57.1 µM],-9,2.1,-6%,-12,1.0,-5%,5%
CC1(C)CN(c2cccc(C#N)c2)C1=O,8%[57.1 µM],2%[57.1 µM],0,1.2,-1%,7,-0.1,8%,7%

# One compound at a time, as listed above.
# CCOP(=O)(NC12CC3CC(CC(C3)C1)C2)NC12CC3CC(CC(C3)C1)C2 is listed with TrxR1 inh: 26%; TrxR1 substrate: 7%; D2 antag: 4; TRHR ag: 0.5; Pin1 inhibitor: -5%; TRHR PAM: 2; D2 agonist: 0.0; USP1-UAF1 inh: ?; mIDH1 inhibitor: -17%
# COc1ccc(NC(=O)Nc2cnccn2)cc1 is listed with TrxR1 inh: 13%; TrxR1 substrate: -1%; D2 antag: 3; TRHR ag: -0.8; Pin1 inhibitor: -4%; TRHR PAM: -2; D2 agonist: -1.1; USP1-UAF1 inh: -20%; mIDH1 inhibitor: 3%
